Compound activity as filed in PubChem.
MsrA act: activators of bovine methionine sulfoxide reductase A; purified bovine MsrA, absorbance read-out; activation, % at 10.6 µM; actives 0.3% (n = 360,000); AID 602163; in the data active = activation above about 7.5%;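 note: 0% = vehicle and 100% = reference activator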
Rin1-Abl PPI inh: inhibitors of human Rin1-Abl protein interaction; TR-FRET Rin1/Abl binding, biochemical; P00519+Q13671; actives 0.4% (n = 360,000); inhibition, % at 7.35 µM; in the data active = inhibition above about 5%, passing the limit was not always enough
MLLE-PAM2 inh: inhibitors of microRNA-mediated deadenylation, human PABP1 MLLE binding; P11940; GST-MLLE / FITC-PAM2 fluorescence polarization; inhibition, % at 20 µM; actives 0.36% (n = 360,000); AID 588489; in the data active = inhibition above about 35%, passing the limit was not always enough;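 note: plate controls were DMSO wells with GST-MLLE for no effect and wells lacking GST-MLLE protein for full effect; some results filed as inactive read as strong as hits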
Target sequence (P11940 whole entry, looked up): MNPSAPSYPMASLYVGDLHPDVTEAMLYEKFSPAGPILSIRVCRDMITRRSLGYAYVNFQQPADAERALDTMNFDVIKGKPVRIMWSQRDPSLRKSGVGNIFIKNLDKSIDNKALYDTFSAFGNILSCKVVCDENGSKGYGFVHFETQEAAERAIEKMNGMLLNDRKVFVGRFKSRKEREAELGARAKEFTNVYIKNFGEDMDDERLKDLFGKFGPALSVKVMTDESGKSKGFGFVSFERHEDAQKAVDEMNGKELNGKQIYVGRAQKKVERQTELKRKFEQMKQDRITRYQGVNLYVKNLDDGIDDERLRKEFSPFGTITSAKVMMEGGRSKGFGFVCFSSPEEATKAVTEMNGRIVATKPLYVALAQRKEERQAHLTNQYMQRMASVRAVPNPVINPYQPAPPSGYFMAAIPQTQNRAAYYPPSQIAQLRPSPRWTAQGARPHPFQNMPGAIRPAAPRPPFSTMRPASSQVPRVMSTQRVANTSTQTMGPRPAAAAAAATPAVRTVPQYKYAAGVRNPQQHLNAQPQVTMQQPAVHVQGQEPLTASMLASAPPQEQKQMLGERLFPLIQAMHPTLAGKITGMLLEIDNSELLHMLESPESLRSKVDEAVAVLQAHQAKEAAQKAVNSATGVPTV
Rpn11 inh: inhibitors of human proteasome Rpn11; human 26S proteasome, Ub4-pepOG fluorescence polarization; 20S core pre-blocked with epoxomicin; calls only at 20 µM; O00487; AID 588493; actives 0.59% (n = 360,000);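 active = inhibition at 20 µM, scaled to each plate's controls, above about 33%, limit read from the data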
Target sequence (O00487 whole entry, looked up): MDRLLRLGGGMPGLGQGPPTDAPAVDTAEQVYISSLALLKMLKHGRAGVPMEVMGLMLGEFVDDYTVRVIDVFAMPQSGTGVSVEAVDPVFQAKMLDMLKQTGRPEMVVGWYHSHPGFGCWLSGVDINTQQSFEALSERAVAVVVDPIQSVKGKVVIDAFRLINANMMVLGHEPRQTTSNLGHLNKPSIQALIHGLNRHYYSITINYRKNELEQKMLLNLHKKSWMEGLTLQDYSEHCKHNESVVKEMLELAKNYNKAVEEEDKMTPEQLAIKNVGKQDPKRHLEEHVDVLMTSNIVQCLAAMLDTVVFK
MsrA inhibitor: bovine MsrA inhibition; purified bovine MsrA, absorbance read-out; inhibition, % at 15.5 µM; actives 0.75% (n = 360,000); in the data active = inhibition above about 4.5%;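 note: 0% = vehicle wells with enzyme and 100% = reference inhibitor wells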
FAS TE block: blocks the thioesterase domain of human fatty acid synthase; actives 0.67% (n = 360,000); inhibition, % at 15 µM; recombinant FAS-TE, OMFH fluorogenic substrate, fluorescence endpoint; P49327;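 active = compounds whose normalised, plate-corrected inhibition of enzyme fluorescence in the single-dose primary screen is 50% or more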;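 note: 0% = DMSO with enzyme and 100% = substrate without enzyme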
CSN deneddyl inh: blocks human CSN-mediated cullin deneddylation. Q92905. Purified CSN, SCF-Nedd8-OG deneddylation, fluorescence polarization. inhibition, % at 12.5 µM. actives 0.38% (n = 360,000);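 active = pattern-corrected inhibition above about 35%, with an unprinted fluorescence ratio check between 0.5 and 1.5, limit read from the data, passing the limit was not always enough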;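 note: 0% = enzyme with substrate and 100% = substrate without enzyme; some results filed as inactive read as strong as hits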
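Material: human Csn5 produced in HEK293T cells; Input: enzyme 0.24 nM; Reagent: SCFSkp2-Nedd8OG substrate at 10 nM final; Dosing: 12.5 µM compound; Incubation: 90 min reaction at room temperature; Detection: fluorescence polarization of the substrate; Evaluation: % inhibition of substrate cleavage by Csn5; Control set: substrate-only high control, full reaction low control.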
eLon inh: E. coli protease La inhibition; actives 0.42% (n = 360,000); inhibition, % at 7.94 µM; AID 602123; purified E. coli Lon protease, fluorescence polarization; in the data active = inhibition above about 13%, passing the limit was not always enough;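 note: 0% = enzyme with probe and DMSO and 100% = no enzyme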
MT1-MMP act inh: blocks activation of human MT1-MMP. P50281. HT1080 RFP-PRO-GFP cells, GFP/RFP ratio fluorescence, overnight; percent of plate control window, DMSO zero. GFP/RFP ratio change, % at 20 µM. actives 0.061% (n = 360,000). AID 651647;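 active = GFP/RFP ratio change of at least 30% with cell ATP level not reduced by more than half and red fluorescence within 50% of control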; note: strong numbers were not always called active
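Assay system – RFP-PRO-GFP reporter HT1080 cells · Compound dosing – single dose of 20 µM compound, 1% DMSO final · Incubation – overnight compound exposure at 37 °C · Measure – GFP/RFP fluorescence ratio · Benchmarks – DMSO wells and RFP-L50D-GFP cells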
* = called active by the depositor; i = inactive; / = not tested or not shown.

SMILES | MsrA act | Rin1-Abl PPI inh | MLLE-PAM2 inh | Rpn11 inh | MsrA inhibitor | FAS TE block | CSN deneddyl inh | eLon inh | MT1-MMP act inh
COCCn1c(SC(C(=O)Nc2cc(C)ccc2OC)c2ccccc2)nnc1-c1ccc(Cl)cc1 (stereo not given) | -4 | -3 | -4 | i | 1.5 | -5 | 1 | -8 | 2
NS(=O)(=O)c1ccc(C(=O)O)cc1 | -1 | -1 | -3 | i | -0.8 | -1 | -2 | 0 | 1
Cc1cccc(NC(=O)COc2ccc(Br)cc2C)n1 | -2 | 0 | 5 | i | 0.5 | 18 | -6 | -5 | -3
Cc1ccc(NS(=O)(=O)c2ccc(C)c(C(=O)N3CCOCC3)c2)cc1 | -2 | -2 | -3 | i | -0.5 | -4 | -3 | 4 | 0
CNc1nc(NC)nc(-n2c(C(F)(F)F)nc3ccccc32)n1 | -3 | 1 | -4 | i | 0.8 | 0 | -4 | -6 | 3
C=CCn1c(-c2cccnc2Cl)nc2ccccc21 | -3 | 0 | 3 | i | -0.7 | -5 | -4 | 4 | 2
O=S(=O)(NCc1ccccc1)c1cccc(S(=O)(=O)N2CCOCC2)c1 | -1 | -3 | -7 | i | -0.5 | -2 | 3 | 0 | 4
COc1ccc(-c2c(-c3cc(OC)cc(OC)c3)n(C)c3ccc(-c4ccc(S(N)(=O)=O)cc4)cc23)cc1 | -1 | 1 | 1 | i | 0.5 | 12 | -4 | -2 | -18
COc1ccc(N2CCN(C3CCCN(Cc4ccccc4OCCO)C3)CC2)cc1 (stereo not given) | -1 | -1 | 0 | i | 0.5 | -3 | 2 | -5 | 5
CCn1nc(C(=O)NNC(=O)CCOc2cc(C)ccc2C)c2ccccc2c1=O | 2 | -2 | -5 | i | -0.4 | 0 | -3 | 7 | 0
O=C(CC1CCCCC1)NC1CCCC1 | -10 | 2 | 13 | i | -1.2 | -9 | 2 | 6 | 4
CC(C)N(C(=O)[C@H]1C[C@H](CC(=O)NCc2ccco2)C(=O)N2CCc3c([nH]c4cc(CCC(=O)N(C)C)ccc34)[C@]12C)C(C)C | -3 | 2 | -4 | i | -0.8 | -4 | 4 | -3 | 1
O/N=C/c1ccccc1OCc1ccccc1F | -2 | 1 | -11 | i | -1.1 | -6 | -12 | -3 | -4
COC(=O)CC1(C(=O)OC)Oc2ccc(Br)cc2C(=O)N1c1cccc(Cl)c1Cl (stereo not given) | -2 | -3 | 4 | i | 2.5 | 33 | 0 | 4 | -12
CN(C(=O)c1nn(C)c2c1CSc1ccccc1-2)c1ccccc1Cl | -1 | 1 | 12 | i | 0.7 | 17 | 1 | -2 | 4
CC(C)(O)CCC(C)(C)O | -8 | 3 | -1 | i | 0.1 | -6 | 3 | -9 | 0
CCCOc1cc(C)nc(-c2ccccc2O)n1 | 1 | 4 | -13 | i | 0.3 | 21 | 6 | 2 | 1
Cc1ccc(SCCC(=O)NNC(=O)c2ccccc2F)cc1 | -3 | -1 | 8 | i | -1.1 | -7 | 3 | 0 | 0
Cc1ccc(N(CC(=O)N/N=C/c2cccs2)S(C)(=O)=O)cc1Cl | -1 | -2 | 5 | i | -0.4 | 7 | -4 | -18 | 0
COC(=O)c1cccc(NC(=S)NCCC2=CCCCC2)c1 | -8 | 0 | -11 | i | 0.1 | 0 | -3 | -11 | 1
COc1ccc(Cl)cc1C(=O)NNC(=O)c1nn(C)c(=O)c2ccccc12 | -2 | 1 | -9 | i | -1.1 | 6 | 0 | 6 | 5
COc1ccc(S(=O)(=O)N2CCCCCC2)cc1C(=O)OC(C)C(N)=O (stereo not given) | 1 | -3 | -12 | i | 0.9 | -8 | 5 | -3 | 2
CCn1c2ccccc2c2cc(NC(=O)COC(=O)c3cccc(S(=O)(=O)NC)c3)ccc21 | -2 | -2 | -44 | i | -0.1 | 14 | -4 | 6 | 1
Cc1ccccc1OCc1nnc(SCC(=O)N2CCc3ccccc32)n1C | 1 | 2 | -6 | i | -1.3 | 4 | 1 | 2 | 4
COC(=O)C(Cc1ccc(O)cc1)NC(=O)CCOc1ccc(OC)cc1 (stereo not given) | -5 | 1 | -10 | i | -1.1 | -4 | 5 | -3 | -1
CCC(CC)C(=O)c1c[nH]c(C(=O)NCC2CCCO2)c1 (stereo not given) | -1 | 1 | -2 | i | -1.1 | -4 | 1 | -8 | -3
CCOC(=O)c1c(CSC(=N)N)n(-c2ccc(C)cc2)c2cc(Br)c(OC(C)=O)cc12 | -1 | 2 | 14 | i | -0.9 | -158 | 0 | 0 | -43
O=C(Nc1ccccc1)N(CCN1CCOCC1)Cc1ccccc1F | 0 | -1 | -1 | i | 2.2 | -4 | -6 | 0 | 4
Cc1ccc(CN=C(N)Nc2nc(C)cc(C)n2)cc1 | -1 | -1 | -14 | i | 0.7 | -7 | -16 | 6 | -4
CCOC(=O)N1CCN(S(=O)(=O)N2CCCC(C(=O)NCCc3ccc(Cl)cc3)C2)CC1 (stereo not given) | -6 | -2 | 9 | i | -0.8 | -2 | -1 | 5 | 2
Cc1ccc(/C=C(/C#N)c2nc(CCN3C(=O)c4ccccc4C3=O)cs2)cc1 | 3 | 4 | 2 | i | 0.2 | 30 | 2 | -4 | -2
COC(=O)c1ccc(NC(=O)NS(=O)(=O)c2ccc(C)cc2)cc1 | -1 | 1 | -15 | i | -1.1 | -4 | -1 | 7 | 4
CN(c1ccccc1)c1ccc(/C=N/NC(=O)CC#N)cc1 | -6 | 0 | 0 | i | 4.5 | 0 | -4 | -7 | -5
CCc1ccc(Nc2nnc(SCc3cc(=O)n4ccsc4n3)s2)cc1 | -10 | 1 | -92 | i | 1.0 | 16 | -2 | -2 | -9
O=c1cc(N2CCOCC2)[nH]c(=O)n1Cc1ccc(F)cc1 | -1 | 1 | -10 | i | -1.1 | -3 | 4 | 3 | -10
COCCN1Cc2cccc(C(=O)NCc3ccc4c(c3)OCO4)c2C1=O | -3 | 1 | -6 | i | -0.5 | -7 | -6 | -7 | 1
COC(=O)c1ccc(S(=O)(=O)N2C3CCC2CC(NC(=O)C2CC2)C3)cc1 (stereo not given) | -1 | 4 | -2 | i | 0.3 | -6 | 2 | 13 | 5
Cc1ccc(NC(=O)C(c2ccccc2)N2CCN(CC(=O)NC3CC3)CC2)cc1 (stereo not given) | -2 | -1 | -5 | i | 0.0 | -1 | 2 | -8 | 5
CCS(=O)(=O)Nc1cccc(C2=NN(S(=O)(=O)CC)C(c3ccccc3)C2)c1 (stereo not given) | -2 | -3 | -10 | i | -0.6 | -10 | 10 | -10 | -8
Cc1ccccc1C(=O)N1CCN(c2ccc(NC(=O)c3ccc4c(c3)OCCO4)cc2)CC1 | -2 | -2 | -8 | i | 1.2 | 7 | -6 | -17 | -8
O=C(N1CCCCCC1)N1CCN(S(=O)(=O)N2CCOCC2)CC1 | 0 | -3 | 7 | i | -0.2 | -4 | 1 | 0 | 6
COC(=O)C1CCN(C(=O)c2ccc3nccnc3c2)CC1 | -2 | -1 | 8 | i | 1.6 | -1 | -2 | -6 | -2
Cc1cccc(C)c1-n1nnnc1S(=O)(=O)Cc1ccccc1Cl | -12 | 2 | -3 | i | -0.7 | 25 | 1 | -8 | 1
Cc1ccc(CNC(=O)COC(=O)c2cccc(S(=O)(=O)N3CCCCC3)c2)cc1 | 0 | 3 | -20 | i | 1.4 | 12 | 0 | -6 | 2
CCSC1=NCN(CCCC(=O)O)CN1 | -2 | 2 | -9 | i | 0.0 | -10 | -1 | -1 | 0
c1ccc(CNc2nc3ccccc3[nH]2)cc1 | -1 | 2 | -52 | i | 0.6 | -4 | 2 | -6 | 7
CC1CCCC(NC(=O)c2ccc3c(c2)OCCO3)C1C (stereo not given) | 2 | 2 | 15 | i | 0.1 | 3 | 3 | -2 | 0
CCNC(=O)N1CCCC(C(=O)c2ccc(OC)c(OC)c2)C1 (stereo not given) | -3 | 1 | 12 | i | 0.3 | -3 | -1 | 4 | 1
C=CCn1c(N2CCCC2)nc2c1c(=O)n(C)c(=O)n2C | -3 | 0 | -8 | i | 1.0 | -4 | 2 | -15 | 3
CCn1c(COc2ccc3c(c2)OCO3)nnc1SCC(=O)c1ccc(Cl)cc1 | -2 | 1 | -93 | i | 0.6 | 2 | -3 | -6 | 2
OC(CNCc1ccccc1)Cn1ccc2ccccc21 (stereo not given) | -3 | 3 | -9 | i | 0.7 | -12 | -1 | -6 | 1
O=C(NCC(=O)N(Cc1ccc(F)cc1)C(C(=O)NCC1CCCO1)c1ccccc1)c1ccco1 (stereo not given) | -6 | 1 | 5 | i | -0.1 | -3 | -6 | 4 | 3
CC(C)(C)c1cc(C(=O)O)c(CN2CCCCC2)o1 | -12 | 1 | 3 | i | -0.4 | -14 | 6 | 3 | -4
COc1ccc(Cn2c(=S)[nH]c3ccsc3c2=O)cc1 | 1 | -3 | -25 | i | -0.2 | 0 | 2 | -7 | 2
COc1ccc(-c2nnc3ccc(SCC(=O)NCC4CCCO4)nn23)cc1 (stereo not given) | -1 | -2 | 1 | i | / | -1 | 1 | 2 | 7
COc1ccc(Nc2nc3ccccc3nc2NS(=O)(=O)c2cccs2)c(OC)c1 | -3 | -1 | 40 | i | 0.9 | -7 | 25 | -7 | -5
COc1ccc(Br)cc1CNc1ccccc1 | -3 | 3 | -4 | i | 0.3 | 13 | 4 | -8 | 14
Cn1nc(C(C)(C)C)cc1C(=O)N1CCCCC1c1cc(C(=O)Nc2ccccc2)no1 (stereo not given) | -2 | -2 | 13 | i | -1.1 | 5 | 0 | 2 | -3
Cc1ccc(/C=N/NC(=O)c2ccc(Cn3cc([N+](=O)[O-])cn3)o2)cc1 | -8 | 3 | 3 | i | 1.6 | 5 | -1 | -6 | -2
CCn1cc(C(=O)N[C@@H](C)C(=O)NCCCn2ccnc2)c(=O)c2cc3c(cc21)OCO3 | -1 | 1 | -20 | i | 1.4 | -7 | -1 | -6 | 0
CCOC(=O)C1CCCN(c2nc3ccccc3nc2C(C#N)C(=O)OC(C)COC)C1 (stereo not given) | -2 | -2 | -2 | i | 0.6 | 12 | -2 | -11 | -20
CC(=O)c1c(C)[nH]c(C(=O)NCc2ccc(Cl)cc2)c1C | -6 | 1 | 1 | i | 1.5 | 1 | 4 | -5 | 2
O=C(CN1CCCCC1)N1c2ccccc2CCc2ccccc21 | 2 | 2 | -1 | i | -0.8 | -4 | -2 | 2 | 2

Quoted at random: three compounds from above.
SMILES | MsrA act | Rin1-Abl PPI inh | MLLE-PAM2 inh | Rpn11 inh | MsrA inhibitor | FAS TE block | CSN deneddyl inh | eLon inh | MT1-MMP act inh
OC(CNCc1ccccc1)Cn1ccc2ccccc21 (stereo not given) | -3 | 3 | -9 | i | 0.7 | -12 | -1 | -6 | 1
CCn1c(COc2ccc3c(c2)OCO3)nnc1SCC(=O)c1ccc(Cl)cc1 | -2 | 1 | -93 | i | 0.6 | 2 | -3 | -6 | 2
O=C(NCC(=O)N(Cc1ccc(F)cc1)C(C(=O)NCC1CCCO1)c1ccccc1)c1ccco1 (stereo not given) | -6 | 1 | 5 | i | -0.1 | -3 | -6 | 4 | 3

Rewritten tab-delimited: entries from further up.
canonical_smiles	MsrA act	Rin1-Abl PPI inh	MLLE-PAM2 inh	Rpn11 inh	MsrA inhibitor	FAS TE block	CSN deneddyl inh	eLon inh	MT1-MMP act inh
O=C(CC1CCCCC1)NC1CCCC1	-10	2	13	i	-1.2	-9	2	6	4
CC(C)N(C(=O)[C@H]1C[C@H](CC(=O)NCc2ccco2)C(=O)N2CCc3c([nH]c4cc(CCC(=O)N(C)C)ccc34)[C@]12C)C(C)C	-3	2	-4	i	-0.8	-4	4	-3	1
